mcGAS MS inh: blocks mouse cGAS cGAMP production | 0.18% of 130,000 active | recombinant mouse cGAS, cGAMP by RapidFire MS | AID 1259397 | inhibition, % at 12.5 µM;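 active means inhibition of cGAS enzyme activity at or above 60%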;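 further: enzyme stimulated by 45 bp dsDNA with ATP and GTP substrates; cGAMP share of summed cGAMP plus half ATP and half GTP signals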
Target sequence (Q8C6L5 whole entry, looked up): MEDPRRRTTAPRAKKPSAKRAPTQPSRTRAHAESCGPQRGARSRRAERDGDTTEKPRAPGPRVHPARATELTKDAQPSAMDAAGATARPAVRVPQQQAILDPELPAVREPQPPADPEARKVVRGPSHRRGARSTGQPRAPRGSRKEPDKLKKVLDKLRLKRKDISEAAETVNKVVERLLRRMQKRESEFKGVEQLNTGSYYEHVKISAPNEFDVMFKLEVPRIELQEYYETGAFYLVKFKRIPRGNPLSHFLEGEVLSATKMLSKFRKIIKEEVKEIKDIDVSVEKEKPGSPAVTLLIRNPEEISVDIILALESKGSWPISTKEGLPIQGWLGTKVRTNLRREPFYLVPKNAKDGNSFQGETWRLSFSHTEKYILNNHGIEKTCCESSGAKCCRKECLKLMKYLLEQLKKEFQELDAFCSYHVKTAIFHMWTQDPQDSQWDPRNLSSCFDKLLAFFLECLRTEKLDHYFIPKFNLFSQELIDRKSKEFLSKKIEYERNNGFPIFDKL
* hit, by the source's call; & = joins results of further samples. Only part of the results is shown; the hit share may differ from the screen's.

SMILES	mcGAS MS inh
CCc1ccc(NC(=O)C(=O)NCC2CCCN2S(=O)(=O)c2cc(C)ccc2C)cc1 (centres undefined)	-8
COc1cccc(NC(=O)NNC(=O)c2ccc(=O)n(Cc3ccc(C)cc3)c2)c1OC	-1
Cc1ccc(C(=NC(=O)N(C)C2CCCCC2)C(Cl)Cl)cc1F	-14
O=C(NCCc1ccc(F)cc1)N1CCC(CN2C(=O)c3ccccc3C2=O)CC1	-7
CCc1ccc(C(C)NC(=O)c2ccccc2S(C)=O)cc1 (centres undefined)	-9
CS(=O)(=O)c1ccc(NC(=O)C(c2ccccc2)c2ccccc2)cn1	-5
CC(O)c1ccc(-n2cncn2)cc1Cl (centres undefined)	-5
Cn1c(=O)n(C)c2cc(CNC(=O)Cc3noc4ccccc34)ccc21	-41
NS(=O)(=O)c1ccc(N2CCN(S(=O)(=O)c3ccc4c(c3)CCCC4)CC2)nc1	2
O=C(CC1C(=O)NCCN1CCCc1ccccc1)NCCOc1cccnc1 (centres undefined)	-1
Cc1cc(C)n2nc(C(=O)O)cc2n1	-10
CC1CNC(=O)CCN1Cc1ccc(S(C)(=O)=O)cc1 (centres undefined)	-3
Cn1cnc2c1c(=O)n(CCCSc1nnnn1C1CC1)c(=O)n2C	-13
CCS(=O)(=O)c1ncc(CN(C)C(C)c2ccccc2OC)n1Cc1ccccc1 (centres undefined)	-9
COc1cc(Br)c(/C=C2/CSc3ccc(F)cc3C2=O)cc1O	1
CS(=O)(=O)N1CCCC(C(=O)N2CCOCC2)C1 (centres undefined)	-7
CC1(C)NC(C)(C)c2nonc2/C1=N/O	-10
C#CCN(c1nccs1)S(=O)(=O)c1ccc(C)c(C)c1	0
COc1ccc(CNc2nnc(SC(C)C(=O)NC(C)(C)C)s2)cc1 (centres undefined)	-1
Cc1cc(C)nc(N2CC(CSc3ccccn3)OC2=O)n1 (centres undefined)	-33
COC(=O)[C@@H]1C[C@@H](NC(=O)c2c(C)nc3ncccn23)CN1C	-9
CC(Oc1ccccc1Cl)C(=O)N1CCOC(c2ccccc2)C1 (centres undefined)	-2
NC(=O)c1cnc2n1CCN(C(=O)c1ccc3c(c1)OCO3)C2	-1
COc1cccc(C(CNC(=O)c2nc3ccccc3s2)N2CCOCC2)c1 (centres undefined)	-5
CCOC(=O)C1(Cc2ccccc2Cl)CCN(Cc2ccc(NC(C)=O)cc2)CC1	-8
N=C1c2ccccc2CN1Cc1ccc(CN2Cc3ccccc3C2=N)cc1	-12
Cc1ccccc1C(=O)N1CCC(N2CCC(C(=O)NCc3cccnc3)CC2)CC1	-9
COc1cc(CNCc2cc(C)cc3c(C)c(C)[nH]c23)cc2c1OCO2	-10
Nc1nc2c(c(=O)[nH]1)CCN(C(=O)CCCc1cccs1)C2	-8
COc1ccc(C(C)=O)cc1CN1C(=O)C(Cc2cccc(F)c2)ON=C1C (centres undefined)	-5

Individual results from the list.
mcGAS MS inh with COC(=O)[C@@H]1C[C@@H](NC(=O)c2c(C)nc3ncccn23)CN1C → -9
mcGAS MS inh with NC(=O)c1cnc2n1CCN(C(=O)c1ccc3c(c1)OCO3)C2 → -1
mcGAS MS inh with CC1(C)NC(C)(C)c2nonc2/C1=N/O → -10
mcGAS MS inh with COc1ccc(C(C)=O)cc1CN1C(=O)C(Cc2cccc(F)c2)ON=C1C (centres undefined) → -5

The list continues.
SMILES	mcGAS MS inh
FC(F)(F)c1ccc2c(c1)n(Cc1cccc(Cl)c1)c1[n+]2CCCCC1	-11
O=C(NCCc1c(F)cccc1Cl)N1CCOCC1	-8
CC(c1ccc(OC(F)F)cc1)N(C)CC1CCCO1 (centres undefined)	1
CCn1c(C2CCN(Cc3cnc(-c4ccccc4)nc3)CC2)nn(C)c1=O	-22
O=C(Cc1ccccc1Cl)N1CCCC(CO)C1 (centres undefined)	5
Cc1cc(C)c(CSc2nc(C)cc(=O)[nH]2)c(C)c1	4
CCOC(=O)c1c(NC(=O)c2ccc(F)cc2)sc(C(=O)Nc2cccc(C(F)(F)F)c2)c1C	-10
COCCN(C)CC1CCCN1C(=O)C1=NN(C)C(=O)CC1 (centres undefined)	-15
Cc1cc(C(=O)NCCCSc2nnc(C)s2)nc(C)n1	-20
Cc1cc(CNC(=O)c2ccncc2F)c2[nH]c(-c3ccccc3)c(C)c2c1	-4
COc1ccc(NC(=O)c2ncn[nH]2)cc1OC	-1
CCCC1C(c2ccc(OC)cc2)C(C#N)(C#N)C2(C#N)CC1(O)NC2=O (centres undefined)	-5
Cc1nc2n(n1)C(=O)C(C(c1ccc(Cl)cc1)N1CCC(C)CC1)S2 (centres undefined)	-9
COc1ccc(N2C(=O)c3ccccc3NC23CCN(C(=O)c2cc4ccccc4n2C)CC3)cc1	-1
O=C(COc1ccccc1Cl)NCc1ccc(N2CCOCC2)nc1	1

In the list so far, five have an NH in an aromatic ring:
SMILES	mcGAS MS inh
COc1cc(CNCc2cc(C)cc3c(C)c(C)[nH]c23)cc2c1OCO2	-10
Nc1nc2c(c(=O)[nH]1)CCN(C(=O)CCCc1cccs1)C2	-8
Cc1cc(C)c(CSc2nc(C)cc(=O)[nH]2)c(C)c1	4
Cc1cc(CNC(=O)c2ccncc2F)c2[nH]c(-c3ccccc3)c(C)c2c1	-4
COc1ccc(NC(=O)c2ncn[nH]2)cc1OC	-1

Other entries
SMILES	mcGAS MS inh
Cc1nnc(-c2ccc(NC(=O)NCc3nc(C)c(C)s3)cc2)o1	2
COc1ccccc1OCc1cc(C(=O)N2CCN(C)C[C@@H]2c2ccccc2)n[nH]1	-9
COc1ncc(-c2ccc(-n3cccn3)cc2)c(OC)n1	-11
CNCC(=O)NC(C)Cc1ncccc1C (centres undefined)	-26
CSc1ccccc1NC(=O)C1(C)CCN1C(=O)CC1CC1 (centres undefined)	-7
Cc1ccccc1OCC(=O)NCc1ccc(C)n1C	-14
CCn1nnc2c(N3CCN(S(=O)(=O)Cc4ccccc4)CC3)ncnc21	-3
CC(=O)NCC1CCCN(c2nc(C)c(CC(C)C)c(C)n2)C1 (centres undefined)	-5&-1
Cc1cc(C(=O)N2CCC(n3cc(-c4ccccn4)nn3)CC2)c(C)o1	-11
Cc1cc(CNC(=O)C2CCCN(C(N)=O)C2)c2[nH]c(-c3ccccc3)c(C)c2c1 (centres undefined)	5
COc1ccc(CN(CC(=O)N2CCN(c3cccc(C)c3)CC2)C2CC2)cc1	-2
C=CCSc1nnc(-c2cccc(OC)c2)n1-c1ccccc1	0
COc1ccc(S(=O)(=O)NCCCn2nc(-c3cccs3)ccc2=O)cc1OC	3
CC(=O)Cn1c(=O)c2c(nc3n2CC(C)CN3c2ccc(C)cc2)n(C)c1=O (centres undefined)	-3
S=C(Nc1ccccc1)NC12CC3CC(CC(C3)C1)C2	-11
CCCn1c(SCC(=O)N(C2=CCCCC2)C2CC2)n[nH]c1=O	-2
CCN1CCN(S(=O)(=O)c2nn(Cc3ccccc3C)cc2C(=O)O)CC1	-3
Cc1cc(C)c(NC(=O)CN(C)C(=O)CCc2ncc(-c3ccc(F)cc3F)o2)c(C)c1	9
CCc1ncc(C(=O)N(C)Cc2n[nH]c3c2CCCC3)cn1	-13
CCOC(=O)N1CCC(NC(=O)CN2C(=O)C(c3ccccc3)NC(=O)c3ccccc32)CC1 (centres undefined)	-8
CC(C)Oc1ccc(N(Cc2ccccc2)C(=O)c2ccccc2)cn1	-15
C=CCNC(=O)N1CCC(Cc2nnc(SC)n2C)CC1	-21
COc1cccc(NC(=O)NCCS(=O)(=O)c2c(C)n(C)c3ccccc23)c1	-14
CCN(C)c1ccc(CNc2nccnc2C#N)cc1F	-19
CCC12CC3CC(O)(C1)CC(C(=O)NCCS(=O)(=O)CC)(C3)C2 (centres undefined)	-11
Cc1c(C(=O)NCc2ccccc2)sc(=O)n1CC(=O)c1ccc(F)cc1	-11
COc1ccc(CCN(C)C(=O)CCCOc2ccccc2)cc1OC	-3
CC1COCCN1c1nc(C2CC2)ns1 (centres undefined)	-9
Cc1c(C)c(C)c(S(=O)(=O)Nc2cc(Cl)ccc2C(=O)N(C)C)c(C)c1C	-17
CCOC(=O)CNC(=O)CSc1nc2c(cnn2CCO)c(=O)[nH]1	-30

By substructure, the entries above containing a COOH group (2)
SMILES	mcGAS MS inh
Cc1cc(C)n2nc(C(=O)O)cc2n1	-10
CCN1CCN(S(=O)(=O)c2nn(Cc3ccccc3C)cc2C(=O)O)CC1	-3

Other results.
SMILES	mcGAS MS inh
Cc1ccc(CC2(NC(=O)C(C)NS(C)(=O)=O)CC2)cc1 (centres undefined)	-18
CC1(C)C(c2ccc(Cl)cc2)=[N+]([O-])C2(CCCC/C2=N/O)N1O (centres undefined)	4
CCn1c(O)c(C(C)=Nc2ccnn2C2CCCCC2)c(=O)n(CC)c1=S	-9
O=C(c1ccccc1-c1ncc[nH]1)N1CCCC(c2ccn[nH]2)C1 (centres undefined)	-14
COc1ccc(Cn2ccc3nc4ccn(N)c(=O)c4cc3c2=O)cc1	-13
N#CCOc1ccc(-c2nnco2)cc1	-6
Cc1ccccc1Cn1nc(C2CC2)c2cnn(-c3ccccc3)c2c1=O	2
CCn1c(CN2CCCC(C(=O)c3cccc(Cl)c3)C2)nc2ccccc21 (centres undefined)	2
OCc1nc(-c2sccc2Br)cs1	0
CCn1c(SCC(=O)Nc2cc(C)on2)nnc1C1CC1	1
CC(C)(C)c1ccc(CC(=O)N2CCC2(C)C(=O)O)cc1 (centres undefined)	-3
Clc1ncnc2c1[nH]c1ccc(Br)cc12	-12
O=C(CC1CCCC1)N1CCN(S(=O)(=O)c2ccc(F)cc2F)CC1	0
COc1cc(OC)c(NC(=O)c2ccc3c(c2)COCO3)cc1Cl	-8
Cc1cc(N/C=C(/Cl)C(=O)C(F)(F)F)n[nH]1	-9
Cc1ccc(C(NC(=O)c2ccc3c(c2)[nH]c(=O)n3C)C2CC2)cc1 (centres undefined)	-11&-3
O=C(c1cccc2ccccc12)C1CCCN(C(=O)c2ccc3nccnc3c2)C1 (centres undefined)	-9
COC(=O)Cc1c(C)c2cc3c(c(C)c2oc1=O)OCN(CC(C)O)C3 (centres undefined)	-18
CC(C)C(C)NC(=O)c1cc(Br)c2c(c1)OCCO2 (centres undefined)	2
Cc1ncc(C(=O)N2CC[C@@](C)(O)[C@@H](Cc3ccccc3)C2)cn1	-52
CCOC(=O)c1cc(=O)c2ccc(Cl)cc2o1	-10
Cc1nccc(NNS(=O)(=O)c2ccccc2)n1	-12
O=C(CCC1CCN(Cc2cccc3c2oc2ccccc23)CC1)N1CCCC1	2
O=C(NCCCN1CCOCC1)C1CCCN(Cc2ccco2)C1 (centres undefined)	-27
CCOC(=O)c1nn(-c2ccccc2Cl)c(=O)cc1OCC(=O)NCc1ccccc1	-7
COc1ccc(-n2nc(C)c3c(C(F)(F)F)cc(C)nc32)cc1	-3
COc1ccc(C(=O)N(C)CC2CCCCO2)cc1OC1CCN(C(C)=O)CC1 (centres undefined)	-6&-1
CNC1(c2nnnn2-c2c(C)cccc2C)CCOC(C)(C)C1 (centres undefined)	-3
CN(CCN1CCOCC1)C(=O)CC(c1ccccc1)c1ccccc1F (centres undefined)	0
CC1CC(=NNC(=O)C2CC2)CC(C)(C)C1 (centres undefined)	-6

Ordered by molecular weight (rising): part of the list above.
SMILES	mcGAS MS inh
CNC1(c2nnnn2-c2c(C)cccc2C)CCOC(C)(C)C1 (centres undefined)	-3
COc1ccc(-n2nc(C)c3c(C(F)(F)F)cc(C)nc32)cc1	-3
Cc1ncc(C(=O)N2CC[C@@](C)(O)[C@@H](Cc3ccccc3)C2)cn1	-52
CC(C)C(C)NC(=O)c1cc(Br)c2c(c1)OCCO2 (centres undefined)	2
O=C(NCCCN1CCOCC1)C1CCCN(Cc2ccco2)C1 (centres undefined)	-27

Other records follow:
SMILES	mcGAS MS inh
CC1CN(C(=O)Cc2csc(Cc3ccccn3)n2)CC(C)(C)O1 (centres undefined)	-12
O=C(CCn1nnc2ccccc21)NCc1cccnc1-n1ccnc1	-26
Cc1ccc(CN(C)C(=O)c2n[nH]c(=O)c3ccccc23)c(C)c1	-6
O=C(NC1CCCCC1)c1cnc2n(c1=O)CCS2	11
O=C(Nc1ccc2c(c1)CN(C(=O)c1n[nH]c3c1CCC3)CC2)c1ccccn1	-6
NC(=O)c1c(NC(=O)Cn2nc(C(F)(F)F)c3c2CCCC3)sc2c1CCCC2	7
O=c1c(Cl)c(Cl)cnn1Cc1cc(-c2cccs2)on1	-27
CC1Sc2ccc(C(=O)N(CCN3CCCC3)Cc3ccc(Cl)cc3)cc2NC1=O (centres undefined)	-10
COC(=O)C1=C(C(=O)OC)C2C=CC1C1C3C4C=CC5C(C=C4)C5C3C21 (centres undefined)	-5
CC1CCN(c2ccc(C(=O)N3CCC(Oc4cccnc4)CC3)cn2)CC1	-2
Fc1ccc(Cn2ncc3c2CN(c2ncnc4sccc24)C3)cc1	-1
C=CCn1c(SCC(=O)OC)nc2sc3c(c2c1=O)CCCC3	-12
COc1ccc(Cc2nnc(N3CCCCC3)[nH]c2=O)cc1	-11
O=C(Cn1nnc2ccccc2c1=O)N1CCCc2cccc(F)c21	12
Cc1nn(Cc2ccc(F)cc2)c(Cl)c1/C=C1/C(=O)Nc2ccccc21	1
CN(CC(=O)Nc1ccc(Br)cn1)Cc1ccc(Cl)cc1	14
COc1ccc(C(=O)NC2CCCc3nc(-c4ccccc4)ncc32)o1 (centres undefined)	-1
Cn1cc(CN(Cc2cccc(-n3cccn3)c2)C2CC2)cn1	-8
Cc1ccc(NC(=O)CC(C)(C)C)cc1S(=O)(=O)N(C)C	-9
CN1CCC=C(C(=O)O)C1	-18
CNC(=O)C1CCN(C(=O)COc2ccc(Oc3ccc(C)cc3)cc2)CC1	3
CC(C)(C)C(C#N)NC(=O)c1cnc(-c2ncccn2)s1 (centres undefined)	-5
Cc1ccc(C(=O)NCCCN2CCOCC2)cc1[N+](=O)[O-]	-4
COC(=O)c1ccccc1C(=O)C[N+](=O)[O-]	-26
O=C(O)c1ccc(-c2cnn3cccnc23)s1	-1
Cc1noc(C)c1CC(=O)N(C)Cc1cc(Br)ccc1F	-18
O=S(=O)(Nc1cccnc1N1CCOCC1)c1cccc(F)c1	-44
CC(=O)Nc1cccc(NC(=O)c2cnc3sc(C)cn3c2=O)c1	-6
CC(=O)N1CCn2nc(C(=O)NCc3snnc3C(C)C)cc2C1	-18
CCc1nnc(NC(=O)c2ccccc2O)s1	0
O=C1CC2Sc3ccc(Cl)cc3N=C2N(Cc2ccccc2)N1 (centres undefined)	-16
Cc1noc(C)c1CCC(=O)NC(C)c1cnn(-c2ccccn2)c1C (centres undefined)	6
O=S(=O)(Nc1cccc(I)c1)c1cccs1	-11

High-throughput results from PubChem BioAssay.
